RmlCD inh 1536: M. tuberculosis RmlC/RmlD coupled enzyme inhibitors, primary screen, biochemical, compound mixtures, 384-well, from 1536-well plates | dTDP-4-dehydrorhamnose reductase (Mycobacterium tuberculosis (strain ATCC 25618 / H37Rv)) … | RmlC+RmlD coupled enzyme assay, percent inhibition; primary screen in compound mixtures | inhibition, % at 3.6 µM | hit rate 0.03% among 160,000 | AID 1533, 2009; in the data active means inhibition mostly above about 34%, no sharp cut-off; further: some results filed as inactive read as strong as hits
Target sequence (P9WH09 whole entry, looked up): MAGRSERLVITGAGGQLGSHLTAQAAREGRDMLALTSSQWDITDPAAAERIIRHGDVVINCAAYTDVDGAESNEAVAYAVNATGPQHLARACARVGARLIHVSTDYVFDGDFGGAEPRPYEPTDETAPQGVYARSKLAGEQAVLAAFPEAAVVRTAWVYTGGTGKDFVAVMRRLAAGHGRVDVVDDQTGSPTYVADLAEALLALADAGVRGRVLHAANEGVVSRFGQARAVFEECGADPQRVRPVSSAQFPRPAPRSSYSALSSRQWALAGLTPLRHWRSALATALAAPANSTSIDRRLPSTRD
Target sequence (P9WH11 whole entry, looked up): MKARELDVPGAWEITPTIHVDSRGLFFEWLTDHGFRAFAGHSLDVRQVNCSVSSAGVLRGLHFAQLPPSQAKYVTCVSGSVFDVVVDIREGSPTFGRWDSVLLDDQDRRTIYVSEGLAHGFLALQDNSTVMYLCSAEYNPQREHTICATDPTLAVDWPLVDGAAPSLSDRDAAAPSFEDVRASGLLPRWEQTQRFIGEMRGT
GlmU inhibition: inhibition of mycobacterial GlmU enzyme – biochemical, glucosamine-1-phosphate acetyltransferase (AID 1376) | hit rate 0.25% among 220,000 | Bifunctional protein GlmU (Mycobacterium tuberculosis (strain ATCC 25618 / H37Rv)) | M. tuberculosis GlmU acetyltransferase enzyme assay; higher % means a stronger effect | inhibition, %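 (tested at 30 µM in the primary screen)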; hits with a dose series show IC50 in µM; in the data active means inhibition above about 13%;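 further: 0% = complete reaction with vehicle and 100% = reaction without substrate; strong numbers were not always called active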
Starred values were filed as active, the others as inactive; · = not tested or not shown. This is a subset; the hit share may differ from the screen's.

Each structure is followed by: RmlCD inh 1536	GlmU inhibition
Cc1ccc2sc(N(CCCN(C)C)C(=O)c3ccc(S(=O)(=O)N(C)C)cc3)nc2c1C
→ -13.7	-12.0%
O=C(Nc1ccc(Cl)cc1)c1ccncc1
→ 0.6	-3.1%
Cc1ccc(-n2ncc3c(N4CCC(C(N)=O)CC4)ncnc32)c(C)c1
→ -2.2	-0.1%
Cc1ccc(C)n1-c1ccc(-c2nnc3n2CCCCC3)s1
→ 12.6	-2.2%
O=C(NCCNCc1cccs1)c1ccccc1F
→ -8.4	1.0%
N#C/C(=C\c1c(N2CCCCC2)nc2ccccn2c1=O)C(=O)NC1CCS(=O)(=O)C1 (configuration not stated)
→ -5.7	5.5%
Cc1ccc(N2C(=O)C3C4CC(=O)C(c5ccccc54)C3C2=O)cc1C (configuration not stated)
→ 3.8	0.9%
CNc1nc(NC#N)nc(SC)n1
→ -2.6	-2.9%
COC(=O)CNC(=O)C1CCCN1C(=O)OC(C)(C)C (configuration not stated)
→ 7.3	-3.0%
Cc1cccc(OCC(=O)NNC(=O)c2cc3ccccc3oc2=O)c1
→ -0.6	-6.1%
CCCCN(CCCNC(=O)c1c(C)cc(=O)oc1C)c1ccccc1
→ 7.2	-2.5%
Cc1nn(-c2cccc(Cl)c2)c2c1C(c1cccnc1)C(C#N)=C(N)O2 (configuration not stated)
→ 1.5	-4.9%
CCOC(=O)c1c(NC(=O)COc2ccccc2)sc2c1CC(C)(C)NC2(C)C
→ -1.0	7.0%
CCN(CC)C(=O)c1ccc2c(c1)nnn2C
→ 4.3	4.9%
COC(=O)c1ccc([N+](=O)[O-])cc1N1C(=O)C2C3CCC(C3)C2C1=O (configuration not stated)
→ 3.6	6.1%
CCOC(=O)c1c(C)cc(=O)oc1C
→ 6.1	-4.6%
O=C(NC1(C(=O)NC2CCCCC2)CCCCC1)c1ccc2c(c1)OCO2
→ 1.8	1.2%
Cc1ccc(S(=O)(=O)NCC2CCC(C(=O)NCc3cccnc3)CC2)cc1 (configuration not stated)
→ -9.0	-4.2%
S=C(NC1CCCCC1)N1CCN(C2CCCCC2)CC1
→ ·	-0.4%
COc1ccc(-c2nn3c(-c4ccccc4)nnc3s2)cc1
→ 5.4	5.5%
Cc1ccnc(NS(=O)(=O)c2ccc(N3C(=O)c4c(Cl)c(Cl)c(Cl)c(Cl)c4C3=O)cc2)n1
→ ·	7.6%
CC(=O)Nc1cc(C(=O)OCC(=O)c2ccc(Cl)cc2Cl)ccc1C
→ ·	0.1%
O=C(NC(=S)N1CCOCC1)c1cc2ccccc2o1
→ 8.9	1.0%
CCN(CC)c1ccc(NC(=S)NC(=O)Cc2ccccc2)cc1
→ 6.5	7.7%
CC(C)C(=O)c1cn(Cc2ccccc2C#N)c2ccccc12
→ ·	11.2%
O=C(CSc1nnc(-c2ccc(F)cc2)o1)NC1CCCCC1
→ 8.2	1.4%
O=C(CN1C(=O)COc2ccc(S(=O)(=O)N3CCCC3)cc21)NC1CCCCCCC1
→ -4.3	2.1%
O=C(NCC(=O)N1CCN(S(=O)(=O)c2cccs2)CC1)c1ccc(Cl)cc1
→ -9.9	-2.8%
Cn1c2ccccc2c2ncn(Cc3ccc(F)cc3)c(=O)c21
→ -7.9	1.8%
CN(C)c1nc(OCCOC(=O)Nc2ccc(Cl)cc2Cl)nc(N(C)C)n1
→ -6.1	3.8%
COC(=O)C(Cc1cnc(Cl)s1)(C(=O)OC)c1ccc([N+](=O)[O-])cc1[N+](=O)[O-]
→ ·	2.5%
N#CCP(=S)(c1ccccc1)c1ccccc1
→ 13.9	2.2%
O=c1cccc2n1CC1CC2CN(Cc2ccc3c(c2)OCO3)C1 (configuration not stated)
→ ·	-4.0%
COc1cc(F)c(C(=O)NC(C)(C)CO)cc1OC
→ ·	3.0%
COc1ccc(NC(=O)CCN2CCN(S(=O)(=O)c3ccc(OC)cc3)CC2)cc1
→ -6.5	0.6%
Nc1ccc2c(c1)OC1(CCCC1)O2
→ 4.0	0.2%
Cc1nnc(SCC(=O)NC(C)(C)C)n1CCc1ccccc1
→ ·	5.3%
Cc1cc(NCc2ccccn2)n2c(nc3ccccc32)c1C#N
→ 9.2	2.8%
CCOC(=O)c1sc2ncnc(OC)c2c1C
→ -7.8	1.6%
CC(Oc1ccc(Cl)cc1Cl)c1ccnc2nc(N3CCOCC3)nn12 (configuration not stated)
→ 3.5	-9.4%

Individual results from the list.
Result of `O=C(CN1C(=O)COc2ccc(S(=O)(=O)N3CCCC3)cc21)NC1CCCCCCC1` under GlmU inhibition: 2.1%
Result of `Cc1ccc(-n2ncc3c(N4CCC(C(N)=O)CC4)ncnc32)c(C)c1` under GlmU inhibition: -0.1%
Result of `COc1ccc(-c2nn3c(-c4ccccc4)nnc3s2)cc1` under RmlCD inh 1536: 5.4

More entries.
Each structure is followed by: RmlCD inh 1536	GlmU inhibition
Cc1ccc(OCCNc2cc(N3CCN(CCO)CC3)ccc2[N+](=O)[O-])cc1C
→ -7.1	-3.0%
Cc1ccc(-c2nc3cccnc3s2)cc1NS(=O)(=O)c1cccs1
→ ·	-7.4%
CCc1cc2c(=O)[nH]c(COC)nc2s1
→ ·	-2.7%
CCC(=O)Nc1cccc2c1C(=O)N(C)C2=O
→ ·	-0.7%
C=CCn1cc(-c2cccc(C(F)(F)F)c2)cc(C#N)c1=O
→ 11.2	-4.0%
CC(NC(=O)COC(=O)c1ccc(N(C)C)cc1)c1ccccc1 (configuration not stated)
→ 5.5	-2.6%
CC(c1cc2ccccc2s1)N(O)C(N)=O (configuration not stated)
→ 5.3	-3.7%
O=c1[nH]c(=S)n(-c2ccccc2F)c(O)c1C=NCc1ccco1
→ -11.6	-1.8%
Fc1ccc(-c2csc(/C=C/c3ccc4c(c3)OCO4)n2)cc1
→ -9.2	0.0%
COc1ccc2c(c1OC)C(=O)N(c1ccc(C)c(C)c1)C2=O
→ ·	0.5%
CC(=O)N1CCCc2cc(S(=O)(=O)N3CCN(C4CCCCC4)CC3)ccc21
→ ·	2.4%
COc1ccc(Br)c2c1C(=O)CC2
→ 7.8	·
COc1ccccc1N(C)S(=O)(=O)c1ccc(Cl)c(C(=O)OCc2c(C)noc2C)c1
→ -7.0	-3.7%
CCOC(=O)N1CCN(C(=O)CN(c2cccc(C(F)(F)F)c2)S(=O)(=O)c2ccccc2)CC1
→ 9.1	-5.5%
CC(C)Oc1ccc(OCCCN2CCCCCC2)cc1
→ 4.4	-6.3%
CCC(=O)NCc1c(C)c(C)n(Cc2ccccc2)c1-n1cccc1
→ -0.5	10.7%
O=C(C1CC1)N1CCN(C(c2ccccc2)c2ccccc2)CC1
→ ·	3.0%
CCSc1nc(O)cc(=O)[nH]1
→ 1.6	5.7%
C[C@@]12CC(=O)NC1N(C(=O)c1ccccc1)C(c1ccccc1OC(=O)c1ccccc1)C2 (some centres not stated)
→ ·	-1.2%
CC(C)Nc1nc2n(c(=O)n1)CCN2C(C)C
→ 4.7	-0.4%
CCn1c(O)c(N=NC(=O)CNC(=O)/C=C/c2ccco2)c2ccccc21
→ ·	-3.4%
Cc1nn(Cc2ccccc2)c(C)c1C(=O)NCCN1C(=O)S/C(=C\c2ccc(F)cc2)C1=O
→ -8.1	7.8%
Nc1ncnc(Oc2cccc3cccnc23)c1[N+](=O)[O-]
→ ·	-1.8%
Nc1nc(N)nc(-c2ccccc2O)n1
→ 7.7	1.5%
Cc1cccc(/C=N/NC(=O)Cc2cccs2)c1
→ 8.1	2.2%
O=C1CCc2ccc(OCCCCN3CCN(c4cccc(Cl)c4Cl)CC3)cc2N1
→ 10.7	-5.9%
CC(C)OC(=O)CN1CCN(S(=O)(=O)c2cc(Cl)ccc2Cl)CC1
→ ·	-1.1%
Cc1ccc(COCCN2CCN(S(=O)(=O)c3ccccc3)CCC2=O)cc1
→ ·	-3.5%
N#CC(C(=O)NC1CCCCC1)=C1CCCCC1
→ ·	-5.2%
COC(=O)c1ccc(CSc2nnc3n(Cc4ccccc4OC)c(=O)c4ccccc4n23)o1
→ ·	4.8%
O=C(O)CCCN=CC1=C(O)CNC1=O
→ 7.1	2.9%
CCOC(=O)c1c(C)c(C(=O)NCc2ccco2)c(C)n1Cc1ccccc1
→ 3.3	2.2%
COc1ccc(C2CC(c3ccccc3)=NN2C(=O)COC(=O)C2CC2)cc1 (configuration not stated)
→ -4.4	-4.1%
CCN(CC)S(=O)(=O)c1cc(OC)c(Cl)cc1Cl
→ ·	-1.2%
COc1ccc(C(=O)N2CC3(C)CC2CC(C)(C)C3)cc1 (configuration not stated)
→ ·	0.4%
Nc1cc(=O)[nH]n1C1CCCCC1
→ 11.0	2.5%
O=C1CC(O)(C(F)(F)F)Oc2c1ccc1ccccc21 (configuration not stated)
→ 7.3	1.3%
CCOc1ccc(Br)cc1S(=O)(=O)Nc1cccc(S(=O)(=O)NC2=NCCC2)c1
→ 9.6	-2.0%
Cn1c(NCc2ccccc2O)nc2ccccc21
→ ·	-1.1%
COc1ccc(N2C(=O)C(CC(=O)Nc3ccccc3)N(Cc3ccc4c(c3)OCO4)C2=O)cc1 (configuration not stated)
→ 2.2	2.6%
Cc1ccnc(NC(c2ccncc2)c2c(C)[nH]c3ccccc23)c1 (configuration not stated)
→ 0.8	0.9%
CCCCn1nnnc1SCC(=O)Nc1ccc(N(C)C)cc1
→ 23.1	1.9%
COc1ccc(-n2cc(-c3ccccc3)c3c(N4CCN(CCO)CC4)ncnc32)cc1
→ 11.8	-3.4%
CCOc1ccccc1OCC(=O)NC1CCCCC1
→ ·	0.2%
CCOc1nc(-c2ccccc2)ccc1-c1noc(-c2ccco2)n1
→ -6.9	-4.6%
C=CCSc1n[nH]c(-c2ccc(OCCC)cc2)n1
→ 7.0	3.1%
CC(C)CN(C(=O)CN1CCc2ccccc21)c1c(N)n(CC(C)C)c(=O)[nH]c1=O
→ -7.9	0.0%
O=C(N/N=C/c1c(F)c(F)c(F)c(F)c1F)c1cccc(S(=O)(=O)N2CCOCC2)c1
→ -11.6	4.5%
C=CCOc1ccc(/C=N/NC(=O)CN(c2cc(Cl)ccc2OC)S(=O)(=O)c2ccc(C)c([N+](=O)[O-])c2)cc1
→ 9.5	-3.4%
COc1ccc(Nc2n[nH]c(N)c2C(N)=O)cc1
→ -8.1	1.1%
Cc1nc2nc(SCC(=O)c3ccccc3)[nH]c2cc1Br
→ 4.7	-4.5%
CCCn1nnc(NC(=O)c2ccccc2Cl)n1
→ -9.1	3.0%
COc1ccc(C(=O)n2nc(C#N)c(C#N)c2N)cc1
→ 1.4	2.6%
Cc1ccc(C2NC(c3ccc(C)cc3)C([N+](=O)[O-])C(C)(C)C2[N+](=O)[O-])cc1 (configuration not stated)
→ -6.6	1.1%
CCC(=O)Nc1ccc(NC(=O)CSc2nnnn2C(C)C)cc1
→ 9.2	-1.8%
S=C(Nc1ccccc1)N1CCN(Cc2ccccc2)CC1
→ ·	-1.1%
Cc1cc(C)n2nc(SCc3nnc(-c4ccc(F)cc4)o3)nc2n1
→ 1.8	2.9%
NC(=O)NOCc1c(Cl)cccc1Cl
→ -8.2	9.0%
COCc1cc(C)n(CC(=O)N2CCCC2)c(=O)c1C#N
→ 2.7	-6.2%
COc1ccc(Cl)cc1N(CC(=O)Nc1cccc(SC)c1)S(C)(=O)=O
→ ·	-4.1%

Carrying on.
Each structure is followed by: RmlCD inh 1536	GlmU inhibition
CCCc1c(C(=O)Nc2ccc(F)cc2F)cnn1-c1ccccc1
→ ·	2.8%
C=CCn1c(=NC(=O)c2ccc(S(=O)(=O)N3CCCC3)cc2)sc2cc(NC(C)=O)ccc21
→ 5.9	-1.3%
CC1(C)CC(=O)C(N=Nc2c(F)cccc2F)=C(O)C1
→ -15.2	1.1%
CCCCCN=Cc1c(C)[nH]n(-c2nc3ccccc3s2)c1=O
→ 3.8	6.1%
Cc1c(/C=N/NC(=O)c2ccc(Br)o2)cnn1C
→ -10.1	2.0%
O=C(COC(=O)CCc1ccccc1)Nc1ccccc1OC(F)F
→ -1.4	-0.5%
Cc1ccc(C(C(=O)NC2CCCC2)N2CCc3ccccc32)cc1 (configuration not stated)
→ ·	7.2%
C/C(=N\OCC(=O)Nn1c(C)nc2ccccc2c1=O)c1cccs1
→ 0.4	-0.1%
N/C(Cc1ccc(Cl)cc1Cl)=N\OC(=O)c1ccc(Br)o1
→ ·	-3.2%
CN(C)C(=O)CCC(=O)N1CCCC(C(=O)c2ccc3c4c(cccc24)CC3)C1 (configuration not stated)
→ -10.2	3.6%
COc1ccccc1-c1nnc(SCC(=O)NC2CCCCC2)o1
→ ·	-2.6%
CCC(=O)NC(=S)Nc1ccc(NC(=O)c2ccco2)c(Cl)c1
→ 11.2	2.1%
O=C(CSc1ncnc2c1cnn2-c1ccc(F)cc1)NCc1ccc2c(c1)OCO2
→ -10.4	2.3%
COc1ccc2c(C(=O)CN3CCN(CCO)CC3)c[nH]c2c1
→ -3.5	3.0%
Cc1cc(=O)oc2cc(OC(C)C)ccc12
→ -8.1	3.5%
CCCCNC(=O)OC(C)CNC(=O)OC (configuration not stated)
→ ·	0.1%
O=C(CN1c2ccccc2Sc2ccccc21)NNC(=S)Nc1ccc(Cl)cc1
→ 9.9	-3.6%
O=C(C[n+]1cc(-c2ccc(Cl)cc2)n2c1CCC2)Nc1nc(-c2ccccc2)cs1
→ ·	-10.9%
O=C(/C=C/c1ccccc1)Nc1ccc(N2CCCCC2)cc1
→ ·	5.2%
Cc1ccc(N2CSC3=C(C#N)C(c4cccs4)CC(=O)N3C2)cc1 (configuration not stated)
→ 6.3	2.5%

Single records, from the list above. Order of screens: RmlCD inh 1536 | GlmU inhibition
O=C(COC(=O)CCc1ccccc1)Nc1ccccc1OC(F)F is listed with -1.4 | -0.5%
CCCc1c(C(=O)Nc2ccc(F)cc2F)cnn1-c1ccccc1 is listed with · | 2.8%
COc1ccc2c(C(=O)CN3CCN(CCO)CC3)c[nH]c2c1 is listed with -3.5 | 3.0%
